Screens from PubChem BioAssay.
S100A4 inh HTS = S100A4-myosin IIA interaction inhibition. P26447. S100A4/TAMRA-MyoIIA peptide fluorescence polarization. inhibition, % at 10.7 µM. 0.14% of 360,000 active. AID 652163;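 active = mean inhibition of at least 70% across replicates, with every replicate also reaching that level; inconclusive = mean inhibition reaches 70% but some replicates fall short; inactive = mean inhibition below 70%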
Target sequence (P26447 whole entry, looked up): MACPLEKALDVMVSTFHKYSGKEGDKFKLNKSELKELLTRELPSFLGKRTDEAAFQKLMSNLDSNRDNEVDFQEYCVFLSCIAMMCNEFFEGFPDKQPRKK
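Material: human S100A4 monomer with TAMRA-labelled myosin IIA peptide; buffer or medium: HEPES pH 7.2 with CaCl2, KCl, NaCl, DTT, Triton; compound dosing: one concentration per compound; schedule: 5 min incubation before reading; benchmarks: neutral control DMSO, positive control TFP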
PglD inh = PglD (C. jejuni) enzyme inhibition. purified PglD enzyme, DTNB colorimetric CoA detection. inhibition, % at 12.5 µM. 0.098% of 360,000 active. AID 602405; in the data active = inhibition above about 16%, passing the limit was not always enough; inconclusive = no clear call, values can overlap the other calls; also: strong numbers were not always called active
ERAP1 inh = blocks human ERAP1 aminopeptidase activity; recombinant ERAP1, Leu-AMC fluorescence, 60 min; Q9NZ08; 0.15% of 340,000 active; inhibition, % at 10.7 µM; AID 652197;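 active = mean replicate inhibition of at least 30%, or all replicates individually reaching that 30% level; inactive = mean below 30% and not every replicate reaching it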;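 also: 0% = neutral control wells and 100% = L-leucinethiol positive control wells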
Target sequence (Q9NZ08 whole entry, looked up): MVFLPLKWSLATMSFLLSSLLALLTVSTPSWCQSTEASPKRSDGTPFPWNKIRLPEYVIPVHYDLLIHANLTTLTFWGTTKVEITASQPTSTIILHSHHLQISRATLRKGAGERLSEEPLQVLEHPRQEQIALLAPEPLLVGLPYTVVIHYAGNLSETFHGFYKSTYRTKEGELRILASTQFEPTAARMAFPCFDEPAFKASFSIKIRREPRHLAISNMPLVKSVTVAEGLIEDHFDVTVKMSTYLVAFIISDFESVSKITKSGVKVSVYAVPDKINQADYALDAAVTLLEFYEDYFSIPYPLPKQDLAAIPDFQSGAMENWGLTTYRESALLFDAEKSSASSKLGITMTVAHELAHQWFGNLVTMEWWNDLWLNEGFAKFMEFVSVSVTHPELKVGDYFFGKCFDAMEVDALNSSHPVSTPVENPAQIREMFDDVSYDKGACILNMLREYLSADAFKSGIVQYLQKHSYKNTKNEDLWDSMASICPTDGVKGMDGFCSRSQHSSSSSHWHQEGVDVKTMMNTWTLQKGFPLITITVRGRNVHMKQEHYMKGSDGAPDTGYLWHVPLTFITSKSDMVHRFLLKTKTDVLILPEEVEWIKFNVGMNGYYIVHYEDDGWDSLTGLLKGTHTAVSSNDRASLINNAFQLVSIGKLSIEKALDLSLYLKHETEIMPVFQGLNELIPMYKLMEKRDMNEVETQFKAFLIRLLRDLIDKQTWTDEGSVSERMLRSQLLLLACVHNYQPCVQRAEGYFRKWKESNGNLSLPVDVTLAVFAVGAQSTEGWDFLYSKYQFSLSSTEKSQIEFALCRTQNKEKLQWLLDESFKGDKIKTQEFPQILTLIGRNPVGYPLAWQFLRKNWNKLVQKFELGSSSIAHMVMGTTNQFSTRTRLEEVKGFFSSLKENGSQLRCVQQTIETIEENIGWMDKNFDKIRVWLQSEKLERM
FN deposit inh = fibronectin deposition inhibition; inhibition, % at 12.6 µM; AH1F fibroblasts, Alexa488-fibronectin deposition fluorescence, overnight; 0.086% of 350,000 active;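 active = mean inhibition across replicates of 30% or more, regardless of how many single replicates reach that level; inconclusive = mean under 30% yet at least half of replicates reach 30%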;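 also: positive control wells lacked labelled fibronectin entirely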
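Schedule: 1 h cell adhesion before compound, then overnight fibronectin incubation; test system: AH1F fibroblast monolayer depositing Alexa488-labelled fibronectin into matrix; quantity: 10000 AH1F cells per well; probe or stimulus: fluorescent fibronectin at 24 nM final; signal: fluorescence, ex 485 nm, em 525 nm; evaluation: percent inhibition as loss of matrix-bound fibronectin fluorescence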
PGC1a acetyl inh = PGC1a acetylation modulation, inhibitor mode | U2OS PGC1a acetylation, AlphaScreen anti-acetyl-lysine; with virally co-expressed GCN5 acetyltransferase | 0.17% of 350,000 active | inhibition, % at 15.6 µM;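 active = every replicate shows inhibition of at least 40%; inconclusive = mean inhibition at least 40% but some replicate below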;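 also: 0% = neutral control wells and 100% = positive control wells; some results beyond the cut were filed as inactive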
EWS-Fli block = inhibitors of EWS/Fli oncoprotein transcriptional activity. A673 NR0B1-luciferase reporter, viability-normalised. inhibition, % at 12.6 µM. 0.67% of 350,000 active. AID 651661;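 active = mean inhibition of at least 50% after viability correction, with every replicate also passing that limit; inconclusive = mean reaches 50% but only one of two replicates passes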;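 also: firefly luciferase signal divided by Alamar Blue viability fluorescence both relative to DMSO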
LGR2 antag = Drosophila LGR2 receptor signaling inhibition. HEK293 LGR2, CRE-luciferase, bursicon-stimulated, 4 h. inhibition, % at 9.99 µM. 0.35% of 380,000 active;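 active = drop in luminescence signal, shown as inhibition above about 50% in the replicate tests, limit read from the data, passing the limit was not always enough; inconclusive = probably only some replicates passing the limit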;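 also: agonist challenge used bursicon conditioned medium at about half maximal strength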
PAX8 inh HTS = lowers PAX8-driven luciferase in RMG-I cells; 1.2% of 360,000 active; RMG-I TPO-luciferase reporter, SteadyGlo, 24 h; inhibition, % at 12.6 µM;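 active = mean replicate inhibition at least 60% with every replicate also reaching 60%; inconclusive = only one of the two criteria is met; inactive = mean below 60% and not all replicates reaching 60%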;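 also: luciferase light reporting Pax8 driven TPO promoter activity; plate controls were median of neutral control wells for no effect and mitoxantrone controls for full effect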
Starred values were filed as active, the others as inactive; ? = inconclusive; / = no result given; & = joins results of further samples.

SMILES | S100A4 inh HTS | PglD inh | ERAP1 inh | FN deposit inh | PGC1a acetyl inh | EWS-Fli block | LGR2 antag | PAX8 inh HTS
CCOC(=O)Cc1csc(NC(=O)c2cc3ccccc3o2)n1 | -2 | / | 1 | -6 | 4 | -17 | -8 | -7
O=C1NN(c2ccccc2)C(=O)/C1=C\c1ccccc1OCC(=O)N1CCOCC1 | / | 5 | / | -4 | -3 | / | 14 | /
Cc1ccc(C(=O)NNC(=O)c2csc(N3CCOCC3)n2)o1 | 2 | 5 | -4 | 3 | 7 | -2 | -4 | 4
CCCCNC(=O)c1ccc(-n2c(=S)[nH]c3ccccc3c2=O)cc1 | -1 | -3 | 1 | -1 | -4 | -14 | 0 | 10
CC(C)CC1NC(=O)N(CC(=O)Nc2cc(F)ccc2F)C1=O (stereo unspecified) | 1 | 1 | -6 | 10 | 6 | 0 | -5 | 1
O=C(Cn1cnc2cc([N+](=O)[O-])ccc2c1=O)NCc1ccccc1 | 3 | 3 | 2 | -6 | -4 | -13 | 9 | 37
CC(C)NC(=O)Nc1ccc2c(c1)C(=O)N([C@@H](C)CO)C[C@@H](C)[C@H](CN(C)C(=O)Nc1ccc(C(F)(F)F)cc1)O2 | 10 | 1 | 1 | / | 6 | -5 | -1 | 8
C[C@@H]1CN([C@@H](C)CO)C(=O)c2c(c3ccccc3n2C)-c2ccccc2CO[C@@H]1CN(C)S(=O)(=O)c1ccc(Cl)cc1 | 4 | 2 | -5 | 2 | -17 | 14 | -5 | /
CC(C)CN(C(=O)COC(=O)c1ccc(Br)cc1)c1c(N)n(Cc2ccccc2)c(=O)[nH]c1=O | -2 | / | 2 | 10 | / | 10 | 3 | 32
C/C=C/c1ccc([C@@H]2[C@H](CO)N(C(=O)C3CCCC3)C23CN(C(=O)NC(C)C)C3)cc1 | 9 | / | 2 | 12 | 4 | 5 | 5 | -5
CCC1CCCCN1C(=O)COc1ccc(F)cc1 (stereo unspecified) | -4 | 3 | 2 | -5 | 19 | -4 | -3 | -6
O=C1NC(c2ccc(Br)cc2)c2c(-c3ccccc3)n[nH]c21 (stereo unspecified) | -1 | / | 1 | 1 | / | -12 | 7 | -11
COc1ccc(S(=O)(=O)N(C)C[C@@H]2Oc3ccc(NC(=O)CCC(F)(F)F)cc3CC(=O)N([C@@H](C)CO)C[C@H]2C)cc1 | 2 | -1 | 0 | / | -11 | / | 17 | 13
COCC(=O)N1[C@@H]2c3ccc(-c4cccnc4)c(=O)n3C[C@@H]2[C@@H](CO)[C@@H]1C(=O)Nc1ccccc1 | 7 | 1 | 4 | / | / | -10 | 13 | -9
Cc1c(C(=O)N2c3ccccc3CC2C)oc2ccccc12 (stereo unspecified) | 1 | -2 | -8 | -4 | / | -75 | -105 | /
CCOC(=O)c1c(NC(=S)Nc2ccc(OC)cc2)sc2c1CCCCC2 | -4 | / | -2 | -3 | / | -6 | / | -7
CCc1ccc(NC(=O)CCNS(=O)(=O)c2cccc3nonc23)cc1 | / | 3 | / | -9 | 6 | / | / | -12
O=C(c1ccccc1)c1ccccc1 | 1 | 3 | -1 | / | 8 | -8 | / | /
O=C(NC1CCCCC1)c1ccc(CS(=O)(=O)c2ccc(Cl)cc2)o1 | -2 | -5 | -1 | -2 | -28 | -6 | 0 | -3
O=C(Nc1nnc(COc2ccccc2F)s1)Nc1ccccc1F | -21 | 5 | / | -7 | 20 | -2 | / | 2
Cc1ccc(CCNC(=O)C23C[C@H]4C[C@@H](C2)CC(n2nnc(C)n2)(C4)C3)cc1 | -3 | / | / | 4 | -14 | -5 | -6 | -12
CCOC(=O)c1c(NC(=O)c2ccc(Cl)s2)sc(C)c1C | -6 | -3 | / | -7 | 4 | -74 | 0 | -1
O=C(NCC[C@H]1CC[C@H](NC(=O)C2CCC2)[C@@H](CO)O1)Nc1ccc(Cl)cc1 | 3 | -3 | 4 | / | 1 | -43 | -40 | -33
Cc1cc(C)cc(OCC(=O)Nc2cc(NC(=O)COc3cc(C)cc(C)c3)cc(C(=O)O)c2)c1 | -4 | 1 | 1 | -3 | / | 12 | -1 | 12
Cc1ccc2c(c1)nnn2C1CCN(S(=O)(=O)c2cccc(S(=O)(=O)N(C)C)c2)CC1 | / | 3 | / | -12 | 2 | / | / | -12
CCC(=O)N(C)C[C@H]1Oc2ncc(C#C[C@@H](C)O)cc2C(=O)N([C@@H](C)CO)C[C@@H]1C | -23 | -5 | 0 | / | 5 | -11 | 2 | 0
COc1ccc(S(=O)(=O)N[C@@H]2C=C[C@@H](CC(=O)N3CCN(c4ccccc4)CC3)O[C@H]2CO)cc1 | -4 | -2 | 0 | / | 3 | -4 | 22 | 3
CC(=O)c1c(C)[nH]c(C(=O)COC(=O)COc2ccccc2)c1C | 0 | 1 | 0 | 1 | 9 | -1 | -15 | -11
O=C(C[C@@H]1C[C@H]2c3cc(NC(=O)NC4CCCC4)ccc3O[C@H]2[C@H](CO)O1)NCc1ccc2c(c1)OCO2 | -3 | -3 | 0 | / | 1 | 5 | -22 | -1
COC(CNc1nc(SC)nc2sc3c(c12)CCN(C)C3)OC | -1 | 4 | 3 | 2 | -2 | 10 | 3 | -2
COc1cc(C(=O)NCC(=O)N2CCN(S(=O)(=O)c3ccccc3)CC2)cc(OC)c1OC | -10 | / | 6 | 2 | -7 | -2 | -11 | -7
Cc1ccc(S(=O)(=O)N2CC[C@@H]3[C@H](CO)Nc4ccc(C#Cc5ccc(F)cc5)cc4[C@@H]32)cc1 | -16 | -4 | 0 | 6 | -5 | 0 | 13 | 23
Cc1ccc(C(=O)NC(C)C(c2cccs2)N2CCOCC2)cc1C (stereo unspecified) | -5 | -7 | -7 | 4 | 0 | 3 | 6 | -3
C[C@@H]1CN([C@H](C)CO)C(=O)CCCn2cc(nn2)CO[C@H]1CN(C)Cc1cccc2c1OCCCO2 | 0 | -1 | 2 | 5 | -8 | -1 | 4 | /
CCN(CC(=O)Nc1ccc(NC(C)=O)cc1)C(=O)c1cc2ccccc2oc1=O | -6 | 2 | -1 | 1 | 9 | -3 | -1 | -3
CCCOc1ccc(CN(CCO)CCO)cc1[N+](=O)[O-] | -23 | / | 6 | / | / | 11 | 3 | 11
Cc1cc(C)c(C(=O)NCC2CCCO2)c(C)c1C(=O)NCC1CCCO1 (stereo unspecified) | -5 | 8 | -3 | -8 | 3 | -5 | 0 | -8
Cc1cc(C)cc(N2CN=c3s/c(=C\c4ccco4)c(=O)n3C2)c1 | -5 | 3 | 5 | 10 | -6 | 5 | 9 | 4
O=C(Nc1ccc2c(c1)[C@H]1C[C@@H](CC(=O)N3CCCCC3)O[C@@H](CO)[C@H]1O2)NC1CCCC1 | 44 | 1 | -2 | 12 | -3 | -4 | -19 | -15
Cn1cccc1Cc1nnc(SCC(=O)Nc2cccc(Cl)c2)n1-c1ccc(F)cc1 | -4 | -1 | -4 | 7 | -11 | -3 | 4 | 12
CO[C@@H]1CN(C)C(=O)c2cc(NC(=O)C3CCCC3)ccc2OC[C@H](C)N(C(C)=O)C[C@@H]1C | / | 4 | / | 12 | 3 | -4 | 0 | -17
Cc1cc(C(=O)Nc2ccc3c(c2)C(=O)N(C)[C@@H]2CC[C@H](CC(=O)N[C@H](C)c4ccccc4)O[C@@H]2CO3)no1 | 9 | / | / | -8 | -3 | 3 | 5 | 8
COc1cccc(/C=C/C(=O)OCC(=O)Nc2ccc3c(c2)OCO3)c1 | -5 | 0 | -5 | / | / | 4 | 0 | 2
Cc1c(NC(=S)N/N=C\c2ccccc2O)c(=O)n(-c2ccccc2)n1C | 6 | / | 4 | 7 | / | -2 | / | 12
COC(=O)C(NC(=O)CCc1c(C)nc2ncnn2c1C)C(C)C (stereo unspecified) | / | -6 | / | 1 | 8 | / | / | 2
CN(c1cccnc1)c1ccc(NC(=O)Cc2c[nH]c3ccccc23)cc1-c1ccc(F)c(F)c1 | -3 | / | 1 | -6 | / | 4 | -1 | 10
CC(C)NC(=O)Nc1ccc2c(c1)C(=O)N([C@@H](C)CO)C[C@@H](C)[C@H](CN(C)S(=O)(=O)c1cccs1)OCCCC[C@H](C)O2 | ? | 2 | 1 | -4 | 0 | -11 | -7 | 23
CCCNC(=O)COc1coc(CN2CCN(c3ccccc3)CC2)cc1=O | 1 | -5 | -6 | 1 | -6 | / | -6 | -2

Nothing new here: two of the compounds above.
SMILES | S100A4 inh HTS | PglD inh | ERAP1 inh | FN deposit inh | PGC1a acetyl inh | EWS-Fli block | LGR2 antag | PAX8 inh HTS
CC(C)NC(=O)Nc1ccc2c(c1)C(=O)N([C@@H](C)CO)C[C@@H](C)[C@H](CN(C)S(=O)(=O)c1cccs1)OCCCC[C@H](C)O2 | ? | 2 | 1 | -4 | 0 | -11 | -7 | 23
CCCNC(=O)COc1coc(CN2CCN(c3ccccc3)CC2)cc1=O | 1 | -5 | -6 | 1 | -6 | / | -6 | -2

The results go on:
SMILES | S100A4 inh HTS | PglD inh | ERAP1 inh | FN deposit inh | PGC1a acetyl inh | EWS-Fli block | LGR2 antag | PAX8 inh HTS
COc1cc(C)nc(N2CCC(C(=O)NC3CCCCC3)CC2)n1 | -3 | -15 | 8 | / | / | -1 | 3 | /
COc1ccccc1NC(=O)N[C@@H]1C=C[C@@H](CC(=O)NCc2ccc(Cl)c(Cl)c2)O[C@H]1CO | 2 | -1 | 0 | 5 | -1 | 6 | 7 | 40
Cc1cccc(OCC(O)Cn2ccnc2C)c1 (stereo unspecified) | 0 | 2 | -3 | 2 | -3 | -1 | / | 3
Nc1c([N+](=O)[O-])c(=O)sc2ccccc12 | 5 | / | -9 | -7 | -11 | 3 | 10 | 12
COc1ccc(C)cc1S(=O)(=O)N1CCc2ccccc2C1 | 0 | 0 | 2 | -2 | 15 | 14 | 14 | 18
CN(Cc1ccccc1F)C(=O)CN1CCN(S(=O)(=O)c2ccc3c(c2)OCCCO3)CC1 | -2 | 0 | 3 | 2 | -7 | 4 | 14 | 18
CC1CCC(NC(=O)C(NS(=O)(=O)c2ccc(Br)cc2)C(C)C)CC1 (stereo unspecified) | -11 | -5 | -4 | -4 | -13 | -89 | -7 | -70
Cc1c(C(=O)OCC(=O)N2CCC(C)CC2)oc2ccccc12 | 1 | 0 | -1 | 6 | 10 | -15 | -23 | -61
COc1cc(C2C(C(=O)N3CCOCC3)=C(C)NC3=C2C(=O)CCC3)ccc1OC(C)=O (stereo unspecified) | -3 | 0 | -2 | / | -8 | -2 | 1 | /
COc1ccc(S(=O)(=O)Nc2cccc3c2O[C@H](CN(C)CC2CCCCC2)[C@@H](C)CN([C@H](C)CO)C3=O)cc1 | 15&-5 | -6&5 | 1&-4 | -1&-10 | -12 | 1&-5 | -1&-1 | -6&7
COC(=O)c1ccccc1COc1cccn2c(N(C)CC3CC3)c(C)nc12 | -1 | -4 | 1 | -1 | -1 | -83 | -58 | -4
COc1cccc(NC(=O)Cn2c3ccccc3c3nc4n(c(=O)c32)CCCS4)c1 | -7 | -1 | -5 | -10 | / | -1 | 0 | 11
CCCn1nnnc1-c1cccc(Cl)c1 | / | -1 | / | -2 | 7 | / | 7 | /
O=C(C[C@@H]1C[C@@H]2c3cc(NC(=O)Nc4ccccc4)ccc3O[C@@H]2[C@H](CO)O1)NCC1CC1 | 10 | 1 | -4 | 7 | -7 | -2 | -8 | /
